High-throughput results deposited in PubChem BioAssay by Broad Institute.
CD40 NFkB inh = CD40 pathway inhibition in BL2 cells. BL2 NF-kB luciferase reporter, CD40L-induced, 4 h. inhibition, % at 10 µM. hit rate 0.94% among 83,000. AID 1053188;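 active means mean inhibition of at least 50% with a set share of replicates also reaching that level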;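 further: 0% = neutral control wells and 100% = IKK inhibitor VII at 50 µM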
The depositor's hits bear a star; & = joins results of further samples; [ ] = remark or other dose. Not all compounds are listed; count on the stated rates, not on these rows.

No.	CD40 NFkB inh	compound
1	-5	O=C(CNC(=O)c1sc2ccccc2c1Cl)OCc1ccccc1
2	2	CCOC(=O)NCc1ccc(Cl)c(Cl)c1
3	-9	Cc1cnc(C(=O)OC(C)C(=O)NC2CCCc3ccccc32)cn1 (stereo unspecified)
4	0	CC(C)OC(=O)N(C)c1ccc(C(O)(C(F)(F)F)C(F)(F)F)cc1
5	32	Cc1ccc(C(C)C)c(OCCNS(C)(=O)=O)c1
6	-1	COc1ccc(C#Cc2ccc3c(c2)[C@@H]2[C@@H](CCN2C(=O)C2CC2)[C@H](CO)N3)cc1
7	16	Cc1cc(C(=O)Nc2nc3c(s2)CCCC3)no1
8	8	Cc1nn2c(N3CCN(CCO)CC3)c3c(nc2c1-c1ccccc1)CCCC3
9	-3	C[C@@H]1CN([C@H](C)CO)C(=O)c2c(c3ccccc3n2C)-c2ccccc2CO[C@@H]1CN(C)C(=O)c1ccncc1
10	4	CCOC(=O)Nc1ccc(S(=O)(=O)N(C)C(C)C)cc1

A draw from above in order of formula weight, ascending:
No.	CD40 NFkB inh	compound
2	2	CCOC(=O)NCc1ccc(Cl)c(Cl)c1
7	16	Cc1cc(C(=O)Nc2nc3c(s2)CCCC3)no1
5	32	Cc1ccc(C(C)C)c(OCCNS(C)(=O)=O)c1
3	-9	Cc1cnc(C(=O)OC(C)C(=O)NC2CCCc3ccccc32)cn1 (stereo unspecified)
9	-3	C[C@@H]1CN([C@H](C)CO)C(=O)c2c(c3ccccc3n2C)-c2ccccc2CO[C@@H]1CN(C)C(=O)c1ccncc1

(listing goes on)
No.	CD40 NFkB inh	compound
11	-1[25 µM]	C[C@H](CO)N1C[C@H](C)[C@@H](CN(C)C)Oc2ccc(NS(C)(=O)=O)cc2C1=O
12	13	CC(=O)N(c1ccccc1)c1ccccc1[N+](=O)[O-]
13	-22[25 µM]	CO[C@@H](CN(C)CC1CCOCC1)[C@H](C)CN(C(=O)Nc1ccc(F)cc1)[C@H](C)CO
14	-13	CCN(CC(=O)Nc1ccc2c(c1)OCCO2)C(=O)CCOc1ccccc1
15	11	CCCCN(C(=O)NC(=O)Nc1ccccc1OCC)S(C)(=O)=O
16	-7[25 µM]	CCS(=O)(=O)Nc1ccc2c(c1)C(=O)N(C)[C@H]1CC[C@@H](CC(=O)NC3CCCCC3)O[C@H]1CO2
17	2	O=S(=O)(c1cccs1)N1CCCCC1
18	-21	CC(Nc1nc(-c2ccc3c(c2)NC(=O)CO3)cs1)c1ccccc1 (stereo unspecified)
19	6	O=C(Nc1cccc2c1CCCC2)C1CCN(C(=O)NC2CCCCC2)CC1
20	-21	c1csc(-c2nc3ccccn3c2NC2CCCCC2)c1
21	9	CCc1ccccc1Cn1c(=O)oc2cccnc21
22	-33	c1ccc(Nc2c(-c3ccco3)nc3ccccn23)cc1
23	8	COC(=O)c1cc(S(=O)(=O)N2CCCCCC2)cn1C
24	3	Clc1ccc(-c2nc(N3CCOCC3)nc3ccccc23)cc1
25	0[25 µM]	CCS(=O)(=O)N[C@@H]1CC[C@@H](CC(=O)NCc2ccc(Cl)cc2)O[C@@H]1CO
26	-2[25 µM]	C/C=C/c1ccc([C@@H]2[C@@H](C#N)N(C(=O)c3cccnc3)[C@@H]2CO)cc1
27	-78	COc1ccc(-n2ncc3c(NCc4ccccn4)ncnc32)cc1
28	15[25 µM]	Cc1cccc(-c2ccc(C3[C@@H]4CN(C(=O)Nc5ccc(F)cc5)C[C@H]3N4)cc2)c1 (stereo partly specified)
29	-6	COCCn1c(C)cc(/C=N/NC(=O)c2cc3ccccc3cc2O)c1C
30	11	COc1ccc(C(=O)N2CCN(c3nc4ccccc4o3)CC2)cc1OC
31	-80	COc1ccccc1-c1cc(C(=O)NC(C)C)no1
32	-5	COc1ccccc1CNc1ncnc2cc(OC)c(OC)cc12
33	-8	FC(F)(F)c1cccc(NC(=S)NNC(=S)NCc2ccccc2)c1
34	-2[25 µM]	C[C@@H]1CN([C@H](C)CO)C(=O)c2cccc(NS(=O)(=O)c3ccc(F)cc3)c2O[C@H]1CN(C)C(=O)NC1CCCCC1
35	-6	CCc1ccc(NC(=O)C(C)OC(=O)CCN2C(=O)C3CC=CCC3C2=O)cc1 (stereo unspecified)
36	9	COc1cccc2c(=O)cn[nH]c12
37	21	O=C(Cc1n[nH]c(=O)c2ccccc12)OCC(=O)c1ccccc1Cl
38	-9	C[C@H](CO)N1C[C@H](C)[C@@H](CN(C)Cc2cccc(C(=O)O)c2)OCc2ccccc2-c2c(n(C)c3ccccc23)C1=O
39	-7[25 µM]	CN1C(=O)c2cc(NC(=O)Nc3ccccc3F)ccc2OC[C@@H]2O[C@@H](CC(=O)NCCc3ccncc3)CC[C@@H]21
40	0	CC(C)NC(=O)COC(=O)Cn1[nH]c(=O)c2ccccc2c1=O
41	6	CCN1CCN(c2c(Cl)cccc2NC(=O)c2ccc3nsnc3c2)CC1
42	8[25 µM]	O=C1N[C@@H](c2ccccc2)COCc2cn(nn2)CC[C@@H]1Cc1ccc(C(F)(F)F)cc1
43	12	CN(CC(=O)Nc1ccc(F)cc1)C(=O)COC(=O)c1ccccc1
44	-3[25 µM]	C[C@@H]1CN([C@@H](C)CO)C(=O)c2c(c3ccccc3n2C)-c2ccccc2CO[C@@H]1CN(C)S(=O)(=O)c1cn(C)cn1
45	3	CN(c1ncc(C(F)(F)F)cc1Cl)N1C(=O)c2cccc(N)c2C1=O
46	12	Cc1cc(C(=O)O)c(S(C)(=O)=O)s1
47	9[25 µM]	O=C(Nc1ccccc1F)N1CCCCN2[C@H](C1)[C@@H](c1ccc(C#Cc3cccnc3)cc1)[C@@H]2CO
48	3[25 µM]	COCCNC(=O)[C@H]1[C@H](CO)[C@H]2Cn3c(cccc3=O)[C@@H]1N2S(=O)(=O)c1ccccc1C
49	7	CC1(C)Cc2nc(N3CCCC3)c(C#N)cc2CO1
50	13	O=C(Cc1ccc(S(=O)(=O)N2CCOCC2)s1)Nc1ccccc1N1CCCC1
51	14	CCN(C(=O)CN1C(=O)CN(C)C1=O)c1cccc2ccccc12
52	-1&7[25 µM]	Cc1ccccc1S(=O)(=O)N1[C@@H]2CNC[C@H]1C2c1ccc(-c2cccnc2)cc1 (stereo partly specified)
53	1	COC(=O)c1ccc(OCC(=O)NCCC2=CCCCC2)c(OC)c1
54	4[25 µM]	CC(C)CC#Cc1ccc([C@H]2[C@H](CO)N3C(=O)CN(C(=O)Nc4cc(F)ccc4F)C[C@@H]23)cc1
55	0	c1coc(CNc2ncnc3c2oc2ccccc23)c1
56	-1[25 µM]	CCCNC(=O)N1[C@@H](CO)[C@H](c2ccccc2)C12CN(C(=O)C1CCCCC1)C2
57	-120	Nc1c(C(=O)N2CCCC2)sc2nc(-c3ccccc3)ccc12
58	7	COc1cc(C(C)=O)ccc1Oc1ncnc2c1cnn2-c1ccccc1
59	-3	CCCC#Cc1ccc([C@H]2[C@@H](CO)N(C(=O)C3CCOCC3)[C@H]2C#N)cc1
60	2[25 µM]	O=C(C[C@H]1CC[C@H](NC(=O)c2ccc3c(c2)OCO3)[C@@H](CO)O1)NCc1ccc(Oc2ccccc2)cc1

(more compounds)
No.	CD40 NFkB inh	compound
61	20	NS(=O)(=O)c1ccc(CNC(=O)c2cccc(S(=O)(=O)N3CCc4ccccc43)c2)cc1
62	4	O=C(O)Cc1csc2ccccc12
63	6	N#C[C@@H]1[C@H](c2ccccc2)[C@@H](CO)N1C(=O)Cc1ccccn1
64	4	COc1cc(C(=O)NCC(=O)N/N=C/c2ccccn2)cc(OC)c1OC
65	1[25 µM]	CNC[C@@H]1OCCCC[C@H](C)Oc2ccc(NC(=O)Nc3ccc(OC)cc3)cc2C(=O)N([C@@H](C)CO)C[C@@H]1C
66	-3[25 µM]	O=C(c1cnccn1)N1CC(=O)N2[C@H](C1)[C@H](c1ccc(C#CC3CC3)cc1)[C@@H]2CO
67	2	O=C(CCNS(=O)(=O)c1ccccc1C(F)(F)F)NNC(=O)C1COc2ccccc2O1 (stereo unspecified)
68	21	C[C@@H]1CN([C@@H](C)CO)C(=O)c2cccc(NC(=O)Nc3ccc(C(F)(F)F)cc3)c2O[C@@H]1CN(C)C(=O)Nc1cccc2ccccc12
69	2	Cc1ccccc1NS(=O)(=O)CCCCC(Cl)(Cl)Cl
70	-6	Cc1cccc(-n2cc(CN3CCN(C(=O)c4ncn[nH]4)CC3)c(-c3cccc(F)c3)n2)c1
71	-117	C=C(C)Cn1cnc2c(oc3nc4c(cc32)CCCC4)c1=O
72	-1	NS(=O)(=O)c1ccc(CNC(=O)c2ccccc2SCC(=O)N2CCCC2)cc1
73	0	O=C(Cc1ccccc1)Nc1nonc1NC(=O)c1ccccc1
74	3[25 µM]	CS(=O)(=O)Nc1ccc2c(c1)[C@H]1C[C@@H](CC(=O)NC3CCCC3)O[C@@H](CO)[C@H]1O2
75	2	O=C(CC1C(=O)NCCN1Cc1ccc(-c2ccccc2)cc1)NCCc1ccccn1 (stereo unspecified)
76	-3	COC(=O)CCN(C(=O)c1ccc(N2CCCC2)c([N+](=O)[O-])c1)c1ccccn1
77	-1	O=C(CCNC(=O)c1ccccc1Cl)Nc1cccc(S(=O)(=O)N2CCCC2)c1
78	5	O=C(CN(CCc1ccccc1)C(=O)c1csnn1)NC1CCCC1
79	0	CCN(CC)CCOC(=O)c1c(C)oc2ccc(OC)cc12
80	11	COCC(C)NS(=O)(=O)c1ccc(C)cc1 (stereo unspecified)
81	-23	COc1ccc(OCCOc2ccc(N(C)S(=O)(=O)c3ccccc3)cc2)cc1
82	29	CCCN(CC1CC1)c1nc(N)c2c(N)nc(OC)cc2c1C#N
83	6	CCC(C)C(=O)Nc1cc(Cl)ccc1C(=O)O (stereo unspecified)
84	8	CCCCCCOC(=O)Cc1c(C)nc(N)[nH]c1=O
85	12	Cc1ccc(C(=O)N2CCCCC2C(=O)O)cc1S(=O)(=O)N1CCCCC1 (stereo unspecified)
86	5	Cn1[nH]cc(C=NC(N)=O)c1=O
87	-6	COc1ccc(-c2ccc(CCC(=O)O)o2)cc1
88	11	O=C(COC(=O)c1cccc2ccccc12)Nc1ncc(C(F)(F)F)cc1Cl
89	11	COc1ccc(NC(=O)c2cc(S(=O)(=O)N3CCc4ccccc43)cn2C)cc1
90	-52	O=C(NCCc1ccccc1)C1CCN(C(=O)Nc2ccccc2)CC1
91	1	CCc1csc(N2[C@H](CO)[C@@H](c3ccc(-c4cccc(F)c4)cc3)[C@@H]2C#N)n1
92	-2	CC(=O)NC(C)(c1ccccc1)c1nc(-c2ccc(N(C)C)cc2)cs1 (stereo unspecified)
93	8[25 µM]	CCC(=O)Nc1ccc2c(c1)OC[C@H](C)N(Cc1ccccc1)C[C@@H](C)[C@H](OC)CN(C)C2=O
94	8[25 µM]	O=C(NCC(F)(F)F)[C@H]1[C@H](CO)[C@H]2Cn3c(cccc3=O)[C@H]2N1C(=O)c1ccccc1F
95	-25	CCSCCNC(=O)c1cncc(Br)c1
96	-20	COc1cccc(C(=O)COc2cccc(NC(=O)c3ccco3)c2)c1
97	-1	O=C(NCCC(=O)N1CCN(c2ccccn2)CC1)c1ccc([N+](=O)[O-])cc1
98	-2	CC(=O)N(Cc1ccccc1)C1CC(=O)N(Cc2ccccc2)C1=O (stereo unspecified)
99	0	CCCOc1ccc(NC(N)=O)cc1OCCC
100	-18	CCN1CCc2c(C#N)c(N3CCOCC3)nc(N3CCOCC3)c2C1
101	-3	CNC[C@H]1OCc2ccccc2-c2c(n(C)c3ccccc23)C(=O)N([C@H](C)CO)C[C@@H]1C
102	4	c1cncc(-c2nn3c(Cn4nnc5ccccc54)nnc3s2)c1
103	13	CCCC(=O)N1CCCC1(C)C(=O)N(C)Cc1cccc2ccccc12 (stereo unspecified)
104	3	O=C(COC(=O)/C=C/c1ccc(OC(F)F)cc1)NC1CCCCCCC1
105	2	O=C(Nc1ccccc1)NC(Cc1ccc(O)cc1)C(=O)O (stereo unspecified)
106	-68	O=C(Nc1ccc2sccc2c1)c1ccc(Cl)s1
107	-5	Cc1ccc(Nc2ncc3c(=O)[nH][nH]c(=O)c3n2)cc1
108	0[25 µM]	CC(C)[C@@H]1C(=O)NCCC=CC[C@@H](C)Oc2ccccc2C(=O)N1C (mixture of isomers)
109	-21	CC(NC(=O)c1ccncc1)C(C)(C)C (stereo unspecified)
110	20	CSCCC(NS(=O)(=O)c1ccccc1)C(=O)OCc1cc(=O)oc2cc(O)ccc12 (stereo unspecified)

Remaining list, next part:
No.	CD40 NFkB inh	compound
111	-9	O=CNc1cc(-c2ccc(C(=O)NC3CC3)cc2)cn2c(-c3ccc(F)cc3)cnc12
112	-92	Nc1ccc(Cc2nc3cc4ccccc4cc3[nH]2)cc1
113	-10	Nc1cc2c(cc1Br)-c1ccc(F)cc1C2=O
114	5	O=C1CCCN1CCCN1C(=O)N[C@@H](Cc2ccccc2)C1=O
115	-3	Cc1ccnc2nc(C(=O)OCC(=O)NCCc3ccccc3)nn12
116	16	CCc1cc2c(NC3CCCC3)ncnc2s1
117	10	CCOC(=O)c1cc(NC(=O)/C=C\C(=O)O)ccc1Cl
118	-21	O=C(CN1CCN(c2ccccc2F)CC1)c1ccc2cc[nH]c2c1
119	-62	N#CCc1nc(CSc2nc3ccccc3o2)cs1
120	4	C[C@H]1CN(C)C(=O)Cc2ccccc2O[C@@H]1CN(C)S(C)(=O)=O

Compounds from the list above containing a Cl atom, in the order listed:
No.	CD40 NFkB inh	compound
1	-5	O=C(CNC(=O)c1sc2ccccc2c1Cl)OCc1ccccc1
2	2	CCOC(=O)NCc1ccc(Cl)c(Cl)c1
24	3	Clc1ccc(-c2nc(N3CCOCC3)nc3ccccc23)cc1
25	0[25 µM]	CCS(=O)(=O)N[C@@H]1CC[C@@H](CC(=O)NCc2ccc(Cl)cc2)O[C@@H]1CO
37	21	O=C(Cc1n[nH]c(=O)c2ccccc12)OCC(=O)c1ccccc1Cl
41	6	CCN1CCN(c2c(Cl)cccc2NC(=O)c2ccc3nsnc3c2)CC1
45	3	CN(c1ncc(C(F)(F)F)cc1Cl)N1C(=O)c2cccc(N)c2C1=O
69	2	Cc1ccccc1NS(=O)(=O)CCCCC(Cl)(Cl)Cl
77	-1	O=C(CCNC(=O)c1ccccc1Cl)Nc1cccc(S(=O)(=O)N2CCCC2)c1
83	6	CCC(C)C(=O)Nc1cc(Cl)ccc1C(=O)O (stereo unspecified)
88	11	O=C(COC(=O)c1cccc2ccccc12)Nc1ncc(C(F)(F)F)cc1Cl
106	-68	O=C(Nc1ccc2sccc2c1)c1ccc(Cl)s1
117	10	CCOC(=O)c1cc(NC(=O)/C=C\C(=O)O)ccc1Cl
